# Source: PubChem
# NadD block: NadD (S. aureus) enzyme inhibition; purified NadD enzyme, colorimetric absorbance read-out; hit rate 0.78% among 360,000; inhibition, % at 20 µM; in the data active = inhibition above about 26%; also: some compounds past the cut are filed as inactive
# TbMetRS inhib: blocks T. brucei methionyl-tRNA synthetase activity; purified T. brucei MetRS, ATP depletion, Kinase-Glo luminescence; inhibition, % at 11.9 µM; hit rate 0.4% among 360,000;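 active = inhibition above a per-plate cutoff of the control wells' mean inhibition plus 3 SD, cut at about 5.5% in these data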;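 also: 0% = DMSO wells median and 100% = median of wells with control inhibitor compound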
#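 Measured by: Kinase-Glo luciferase luminescence reporting remaining unconsumed ATP. Material: purified T. brucei MetRS enzyme. Doses: 11.9 µM compound single dose, 0.9% DMSO. Medium: HEPES buffer containing pyrophosphatase, BSA, spermine, DTT. Times: 15 min preincubation, 2 h reaction, all 25 °C. Reagent: methionine, ATP and bulk E. coli tRNA.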
# CSN inh: CSN deneddylation inhibition; AID 651999; inhibition, % at 12.5 µM; Purified CSN, SCF-Nedd8-OG deneddylation, fluorescence polarization; Q92905; hit rate 0.38% among 360,000;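 active = pattern-corrected inhibition above about 35%, with an unprinted fluorescence ratio check between 0.5 and 1.5, limit read from the data, passing the limit was not always enough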;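 also: 0% = enzyme with substrate and 100% = substrate without enzyme; some results filed as inactive read as strong as hits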
#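 Detection – fluorescence polarization · System – HEK293T-derived human Csn5 enzyme · Controls – substrate-only high control, full reaction low control · Timing – 90 min, room temperature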
# STEP block: inhibitors of human striatal-enriched phosphatase STEP. AID 588621. inhibition, % at 20 µM. hit rate 0.25% among 360,000. recombinant STEP, OMFP fluorogenic substrate, fluorescence;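 active = inhibition at 20 µM, scaled per plate between control wells, above about 37%, limit read from the data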;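 also: 0% = DMSO with enzyme and substrate and 100% = substrate only without enzyme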
# Target sequence (P54829 whole entry, looked up): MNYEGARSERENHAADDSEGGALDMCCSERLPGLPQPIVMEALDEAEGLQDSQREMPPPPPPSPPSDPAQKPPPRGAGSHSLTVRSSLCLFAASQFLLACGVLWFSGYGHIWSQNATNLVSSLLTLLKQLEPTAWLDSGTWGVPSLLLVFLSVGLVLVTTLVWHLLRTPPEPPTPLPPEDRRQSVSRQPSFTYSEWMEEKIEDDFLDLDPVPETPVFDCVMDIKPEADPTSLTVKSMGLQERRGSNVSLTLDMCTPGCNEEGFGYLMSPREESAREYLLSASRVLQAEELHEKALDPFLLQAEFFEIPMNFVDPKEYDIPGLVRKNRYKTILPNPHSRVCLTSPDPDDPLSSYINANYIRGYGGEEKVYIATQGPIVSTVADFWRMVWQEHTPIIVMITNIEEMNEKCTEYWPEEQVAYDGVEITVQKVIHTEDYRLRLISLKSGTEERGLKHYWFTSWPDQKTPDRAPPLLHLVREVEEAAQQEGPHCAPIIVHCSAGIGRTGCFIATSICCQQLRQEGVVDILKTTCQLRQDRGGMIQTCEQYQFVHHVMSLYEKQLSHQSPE
#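 System: isolated STEP enzyme; schedule: 20 min enzyme reaction at room temperature, protected from light; medium: Bis-Tris buffer pH 6.0, 2.5 mM DTT, 0.005% Tween 20; signal: fluorescence, 480/540 nm; dosing: single compound dose of 20 µM, 1% DMSO final; also added: OMFP substrate, 25 µM final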
# Scp-1 inhibitor: blocks human Scp-1 phosphatase activity; Q9GZU7; AID 493091; hit rate 0.88% among 340,000; Recombinant Scp1, phosphopeptide, malachite green phosphate absorbance; inhibition, % at 20 µM;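 active = inhibition above about 50% at 20 µM, limit read from the data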;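 also: plate controls were DMSO wells with enzyme for no effect and wells lacking enzyme for full effect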
#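 System: SCP-1 catalytic domain; Reagent: Phospho 17-mer peptide substrate; Doses: one concentration, 20 µM, with 1.0% DMSO; Incubation: 45 min room-temperature reaction, 5 min colour, 30 min stabiliser; Signal: Phosphate-binding colour reagent, absorbance read at 630 nm.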
# SUMO1-SIM PPI: modulators of human SUMO1-mediated protein-protein interactions. P63165. SUMO1 binding to a labelled peptide, TR-FRET, 1 h. inhibition, % at 20 µM. hit rate 0.33% among 360,000. AID 602429; in the data active = inhibition above about 37%
# Target sequence (P63165 whole entry, looked up): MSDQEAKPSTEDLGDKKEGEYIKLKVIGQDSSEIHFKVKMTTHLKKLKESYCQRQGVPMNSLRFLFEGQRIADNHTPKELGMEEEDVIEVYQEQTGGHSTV
# Rpn11 inh: Rpn11 (human) deubiquitinase inhibition | AID 588493 | human 26S proteasome, Ub4-pepOG fluorescence polarization; 20S core pre-blocked with epoxomicin | calls only at 20 µM | hit rate 0.59% among 360,000 | O00487;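 active = inhibition at 20 µM, scaled to each plate's controls, above about 33%, limit read from the data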
# LMPTP block: blocks human LMPTP phosphatase. P24666. recombinant LMPTP-A, OMFP fluorogenic substrate, fluorescence intensity. hit rate 0.22% among 360,000. inhibition, % at 20 µM;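 active = compounds that cut the enzyme signal by at least half of the control window in the single-dose screen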;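 also: plate controls were DMSO wells with enzyme plus substrate for no effect and substrate without enzyme for full effect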
#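 Test system: LMPTP-A, protein tyrosine phosphatase of low molecular weight; Input: 0.625 nM enzyme; Incubation: 50 min dark incubation at room temperature; Signal: endpoint fluorescence intensity from OMFP dephosphorylation; Read-out basis: % inhibition versus control wells.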
# DNMT1 block: inhibitors of human DNMT1; P26358; DNMT1 molecular beacon, Hinp1I cleavage, fluorescence; inhibition (reported as % activation of signal), % at 10 µM; hit rate 0.83% among 360,000; AID 588458; in the data active = inhibition above about 50%
# PABP1 MLLE inh: blocks PAM2 peptide binding to the PABP1 MLLE domain. P11940. GST-MLLE / FITC-PAM2 fluorescence polarization. inhibition, % at 20 µM. hit rate 0.36% among 360,000; in the data active = inhibition above about 35%, passing the limit was not always enough;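 also: plate controls were DMSO wells with GST-MLLE for no effect and wells lacking GST-MLLE protein for full effect; some results filed as inactive read as strong as hits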
# The depositor's hits bear a star; i = inactive; . = no result given.
SMILES,NadD block,TbMetRS inhib,CSN inh,STEP block,Scp-1 inhibitor,SUMO1-SIM PPI,Rpn11 inh,LMPTP block,DNMT1 block,PABP1 MLLE inh
CCN(C[C@H]1N[C@@](Cc2ccccc2)(C(=O)OC)[C@H]2C(=O)N(Cc3ccccc3)C(=O)[C@@H]12)S(=O)(=O)c1ccc(C(F)(F)F)cc1,5,1.1,1,0,-19,-5,i,0.2,6,-27
COC(=O)c1ccccc1NC(=O)C1CC(c2ccc(F)cc2)=NO1 (stereo not drawn),-11,-1.0,1,-4,-6,6,i,2.0,-2,12
O=C(CCCN1C(=O)C(=Cc2ccc3c(c2)OCO3)SC1=S)Nc1ccc(C(=O)O)c(O)c1,25,0.9,-1,-1,.,-1,i,52*,2,-16
COCOCCn1cc(CN2CCS(=O)(=O)N(Cc3ccc(-c4ccc(Cl)nc4)cc3)C(CC(C)C)C2=O)nn1 (stereo not drawn),-5,-0.2,1,-1,.,0,i,1.4,-1,0
COc1ccc(CCNC(=O)c2cc(-c3ccc(C)c(C)c3O)n[nH]2)cc1OC,-6,-1.4,-4,0,-3,37*,i,2.5,-7,0
Cn1c(=O)c2c(nc(SCc3nc(N)nc(N4CCCCC4)n3)n2C)n(C)c1=O,-14,-0.1,-5,-2,-1,0,i,-0.3,8,0
COc1cc(OC)cc(C(=O)Nc2ccccc2S(=O)(=O)N2CCCC2OC(C)=O)c1 (stereo not drawn),-8,-0.6,0,1,-11,6,i,0.6,-1,0
Cn1c(CC(=O)NNC(=O)c2ccc(Cl)nc2)nc2ccccc21,1,0.0,-2,5,-7,4,i,-1.2,5,-5
C=C(C)CSc1cc(C)c(C#N)c2nc3ccccc3n12,18,0.3,5,7,-3,8,i,0.8,2,-96
COC(=O)C1CC(O)CN1S(=O)(=O)c1ccc2ccccc2c1 (stereo not drawn),-1,-0.5,0,-2,-10,0,i,-2.2,2,5
CSc1ccc(S(=O)(=O)N(CC(=O)NCc2ccccn2)c2ccc(C)cc2)cc1,-2,-0.3,1,-1,10,0,i,-0.5,-1,5
COc1ccccc1C(=O)Nc1ccccc1C(=O)N1CCCC1,8,-0.7,-5,0,-7,4,i,-0.1,1,3

# Ordered by molar mass (rising): 6 of the compounds above
SMILES,NadD block,TbMetRS inhib,CSN inh,STEP block,Scp-1 inhibitor,SUMO1-SIM PPI,Rpn11 inh,LMPTP block,DNMT1 block,PABP1 MLLE inh
COc1ccccc1C(=O)Nc1ccccc1C(=O)N1CCCC1,8,-0.7,-5,0,-7,4,i,-0.1,1,3
COC(=O)c1ccccc1NC(=O)C1CC(c2ccc(F)cc2)=NO1 (stereo not drawn),-11,-1.0,1,-4,-6,6,i,2.0,-2,12
Cn1c(CC(=O)NNC(=O)c2ccc(Cl)nc2)nc2ccccc21,1,0.0,-2,5,-7,4,i,-1.2,5,-5
CSc1ccc(S(=O)(=O)N(CC(=O)NCc2ccccn2)c2ccc(C)cc2)cc1,-2,-0.3,1,-1,10,0,i,-0.5,-1,5
O=C(CCCN1C(=O)C(=Cc2ccc3c(c2)OCO3)SC1=S)Nc1ccc(C(=O)O)c(O)c1,25,0.9,-1,-1,.,-1,i,52*,2,-16
COCOCCn1cc(CN2CCS(=O)(=O)N(Cc3ccc(-c4ccc(Cl)nc4)cc3)C(CC(C)C)C2=O)nn1 (stereo not drawn),-5,-0.2,1,-1,.,0,i,1.4,-1,0

# The list continues:
SMILES,NadD block,TbMetRS inhib,CSN inh,STEP block,Scp-1 inhibitor,SUMO1-SIM PPI,Rpn11 inh,LMPTP block,DNMT1 block,PABP1 MLLE inh
N#Cc1cccc(NC(=O)COC(=O)c2cccc(N3C(=O)c4ccccc4C3=O)c2)c1,-10,-0.4,-12,2,-9,-4,i,1.2,-8,-1
CN(CC(=O)Nc1cccc(F)c1)C(=O)c1cn(-c2ccccc2)nc1-c1ccc(Cl)cc1,14,-0.2,-3,-5,-10,-4,i,4.4,-14,0
CC1CN(C(=O)COC(=O)c2cc(Cl)ccc2[N+](=O)[O-])CC(C)O1 (stereo not drawn),3,-0.1,-2,1,-3,-26,i,-0.9,-1,3
Cc1ccccc1NC(=S)N(C)Cc1cccs1,1,-0.7,1,-4,-1,5,i,-0.4,0,-107
O=c1[nH]cnc2c1c(-c1ccccc1)cn2-c1ccc(Br)cc1,6,0.6,-3,-1,-1,1,i,1.1,15,0
COc1ccc2c(c1)OC1=C(C(=O)CCC1)C2C1=C(O)CCCC1=O (stereo not drawn),-2,0.1,3,0,-21,1,i,-0.7,-1,-3
CCc1nccn1CCC(=O)N1CCCC(Nc2ccc(F)cc2)C1 (stereo not drawn),-1,0.2,-6,1,-6,-4,i,1.1,-1,16
CC(C)(C)Cc1nnc(NC(=O)CN2C(=O)c3ccccc3C2=O)s1,0,-1.4,-5,-1,-9,8,i,1.0,-1,14
CN(C(=O)Cc1c(C(=O)O)n(C)c2ccccc12)c1ccc(Cl)cc1,-2,-0.2,1,1,-19,3,i,-1.7,1,10

# No enrichment for hits; any-hit rate near 3.6%.
